# Screening results: PubChem BioAssay, National Center for Advancing Translational Sciences (NCATS)
# HEK293 tox: qHTS of GLP-1 Receptor Inverse Agonists: Cytotox Screen; hit rate 0.13% among 410,000; HEK293 cAMP-luciferase reporter cells, luminescence, 24 h; Potency, µM (top dose mostly 38.3 µM), inactives show at the top dose activity change, negative = inhibition, hits mostly inhibitors;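 also: loss of luciferase light is scored as toxicity; potency is read from the fitted curve at half-maximal effect; % is scaled to controls: 0 for no effect and ±100 for the full control effect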
#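 Seeding density was 200 cells/uL; after overnight-length (12 h) culture, 23 nL compounds went on for 24 h at 37 °C. Readout used a luciferase detection reagent, luminescence taken after 12 min at room temperature.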
# aSyn yeast inh: qHTS of alpha-syn Inhibitors; Potency, µM (highest dose often 46.1 µM), for inactives: top-dose growth rescue (activation), most hits filed as activators; Yeast expressing alpha-synuclein, growth rescue, BacTiter-Glo, 24 h; hit rate 0.14% among 370,000; also: potency is read from the fitted curve at half-maximal effect; % of control where 0% means no effect; nearly all actives have a fitted effect of over 65% in size
#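 Screening used galactose-induced yeast with toxic alpha-synuclein levels, exposed to compound for 24 hr at 30 deg C. Cell growth, read with BacTiter-Glo luminescence, gave the measured signal.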
# GLP-1R agonist: qHTS of GLP-1 Receptor Agonists | hit rate 0.007% among 380,000 | Glucagon-like peptide 1 receptor (Homo sapiens), P43220 | HEK293 GLP-1R CRE-luciferase, luminescence, 4-6 h; cells express a hypersensitive GLP-1R form | AID 624172, 2012 | Potency, µM (top dose mostly 45.6 µM), for inactives: at the highest dose activation, usual class: activators; also: potency is read from the fitted curve at half-maximal effect; % of control where 0% means no effect
# PTHR1 agonist: qHTS for PTHR1 Agonists: Primary Screen; HEK293 GP2 PTHR1 cells, GloSensor cAMP luminescence, 1 h; Potency, µM (titrated, usually from 115 µM), inactives show top-dose activation, actives largely listed as activators; hit rate 0.075% among 410,000; also: potency is read from the fitted curve at half-maximal effect; nearly all actives have a fitted effect of over 55% in size; some results filed as inactive show a strong effect at the top dose; inactives centre near -15; many of its hits are not listed in these tables
# Target sequence (Q03431 whole entry, looked up): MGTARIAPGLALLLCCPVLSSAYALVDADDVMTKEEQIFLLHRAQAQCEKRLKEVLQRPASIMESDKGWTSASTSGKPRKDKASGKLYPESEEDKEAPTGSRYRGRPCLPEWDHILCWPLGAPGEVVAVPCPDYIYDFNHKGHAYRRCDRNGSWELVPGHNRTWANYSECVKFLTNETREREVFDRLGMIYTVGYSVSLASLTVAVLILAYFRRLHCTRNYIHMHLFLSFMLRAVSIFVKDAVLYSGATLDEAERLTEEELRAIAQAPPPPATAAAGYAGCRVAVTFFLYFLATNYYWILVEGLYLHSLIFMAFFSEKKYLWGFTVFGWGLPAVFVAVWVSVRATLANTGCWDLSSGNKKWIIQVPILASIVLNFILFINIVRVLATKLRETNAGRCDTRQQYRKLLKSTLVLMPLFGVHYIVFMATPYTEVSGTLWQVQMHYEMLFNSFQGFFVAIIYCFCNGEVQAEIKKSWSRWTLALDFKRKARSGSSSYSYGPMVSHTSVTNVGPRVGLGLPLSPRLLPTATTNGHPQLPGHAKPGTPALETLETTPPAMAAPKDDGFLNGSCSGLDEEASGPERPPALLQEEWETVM
#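 HEK-293-derived GP2 cells expressing PTHR1 and a GloSensor cAMP reporter, 3,000/well, plated overnight, given luciferin plus IBMX (each 0.5 mM as added) for 1 h at 37 °C, then compound for 1 h at 37 °C. Luminescence was read after 15 min at room temperature.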
# DRD3 antagonist: qHTS of D3 Dopamine Receptor Antagonist: qHTS. AID 652054, 2013. hit rate 2.5% among 360,000. max response, negative = inhibition, %. D3R cells, DiscoveRx beta-arrestin luminescence, antagonist mode; stronger effect = lower value; in the data active = max response below about -50%; inconclusive = no clear call, values can overlap the other calls; also: % is scaled to controls: 0 for no effect and ±100 for the full control effect; mostly tested at two doses, the higher about 12 µM
# Target sequence (P35462 whole entry, looked up): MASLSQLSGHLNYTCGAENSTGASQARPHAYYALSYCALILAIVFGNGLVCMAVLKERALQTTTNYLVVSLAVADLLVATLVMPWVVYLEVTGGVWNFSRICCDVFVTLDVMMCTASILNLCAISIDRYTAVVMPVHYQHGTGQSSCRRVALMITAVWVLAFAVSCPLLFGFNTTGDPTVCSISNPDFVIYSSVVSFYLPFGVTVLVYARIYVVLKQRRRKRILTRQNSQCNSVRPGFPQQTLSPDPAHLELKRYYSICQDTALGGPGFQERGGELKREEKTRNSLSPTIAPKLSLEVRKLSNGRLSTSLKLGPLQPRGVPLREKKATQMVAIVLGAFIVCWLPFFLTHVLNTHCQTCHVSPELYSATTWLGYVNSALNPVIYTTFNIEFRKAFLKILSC
#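 Cells expressing the human receptor were seeded at 1500 cells/well, incubated overnight at 37 degrees C in 5% CO2, then exposed to library compounds with dopamine controls for 90 minutes at 37 degrees C before luminescent detection.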
# TDP-43 yeast inh: qHTS of TDP-43 Inhibitors. TDP-43 expressing yeast growth rescue, BacTiter-Glo, 24 h. Potency, µM (series often up to 46.1 µM), for the others: at the highest dose growth rescue (activation), hits mostly activators. hit rate 1.8% among 410,000; also: potency is read from the fitted curve at half-maximal effect; % of control where 0% means no effect; nearly all actives have a fitted effect of over 50% in size
#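 Galactose-induced TDP-43 yeast, OD600=0.02, compound pinned; 24 hr, 30 deg C; BacTiter-Glo luminescence for growth. Inhibitors of TDP-43 toxicity read as activators.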
# DRD3 agonist: qHTS of D3 Dopamine Receptor Agonist: qHTS. D(3) dopamine receptor (Homo sapiens), P35462. D3R DiscoveRx beta-arrestin cells, luminescence, 90 min. max activation, %. hit rate 0.58% among 410,000. AID 652048, 2013; in the data active = max activation above about 30%; also: 0% is about no effect; mostly tested at two doses, the higher about 12 µM
#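 Agonist mode: compounds and dopamine controls were applied to plated cells for 90 min at 37 degrees C after an overnight attachment at 1500 cells/well. Luminescent read-out followed 30 - 60 minutes at room temperature with DiscoveRx detection reagent.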
# GLP-1R inv ag: qHTS of GLP-1 Receptor Inverse Agonists (Inhibition Mode); Glucagon-like peptide 1 receptor (Homo sapiens), P43220; hit rate 1.6% among 410,000; AID 624417, 2012; Potency, µM (titrated, usually from 38.3 µM), without a hit: at the top dose activity change, negative = inhibition, most hits filed as inhibitors; HEK293 GLP-1R CRE-luciferase, luminescence, 24 h; GLP-1R form is constitutively active; also: potency is read from the fitted curve at half-maximal effect; % is scaled to controls: 0 for no effect and ±100 for the full control effect; nearly all actives have a fitted effect of over 55% in size
#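 Inverse agonists were sought by their lowering of basal cAMP reporter luciferase output in HEK293 cells stably carrying constitutively active human GLP-1R, after 24 h compound treatment.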
# KB-V1 cytotox: qHTS assay for MDR1-selective chemotherapeutics: Primary screen using the drug-selected MDR subline cells KB-V1. KB-V1 MDR cells viability, CellTiter-Glo, 72 h. Potency, µM (highest dose often 46.1 µM), for inactives: at the highest dose activity change, negative = cytotoxicity, usual class: cytotoxic. hit rate 3.4% among 400,000. AID 1347076, 2019; also: potency is read from the fitted curve at half-maximal effect; % is scaled to controls: 0 for no effect and ±100 for the full control effect; nearly all actives have a fitted effect of over 60% in size
#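 KB-V1 cells (P-gp-expressing MDR subline of KB-3-1) in phenol-red-free DMEM with 10% FBS were exposed to library compounds over a concentration series for 72 h at 37 degrees C. Viability read by CellTiter-Glo luminescence; concentration-effect curves fitted after normalization.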
# * marks the source's active call; other numbers are inactive results; i = inactive; ? = inconclusive; . = not tested or not shown; & = joins results of further samples; [ ] = remark or other dose. Unless noted, calls follow the shape of the dose curve; as a rule, active = well fitted curve in the direction sought with a large enough effect; inconclusive = small, poorly fitted or top-dose-only effect, or another doubt; inactive = no such curve, though single readings can be large; an effect the other way counts as inactive or inconclusive. These rows are one share of the data; count on the stated rates, not on these rows.
SMILES,HEK293 tox,aSyn yeast inh,GLP-1R agonist,PTHR1 agonist,DRD3 antagonist,TDP-43 yeast inh,DRD3 agonist,GLP-1R inv ag,KB-V1 cytotox
CC1CCN(C(=O)c2cc3ccccc3o2)CC1,-14.2%,4.2%,-4.4%,-9.1%[57.5 µM],7.0,5.9%,2.9,?,?
Cc1cc(C)cc(C(=O)NC(=S)Nc2cccnc2)c1,?,2.2%,2.2%,-0.5%,-15.4,?,-11.6,?,?
COc1ccc(-n2c(SCC(=O)Nc3nccs3)nnc2-c2ccoc2C)cc1,-14.6%,-2.0%,10.9%,-0.8%,?,2.9%,-2.4,-21.4%,-10.6%
COc1ccc(NC(=O)CSc2nc3ccccc3c(=O)n2CCC(=O)NC2CCCCC2)c(OC)c1,-1.8%,.,.,i,.,-4.8%,0.9,3.6%,22.4%
CN1CCN(S(=O)(=O)c2ccc(Br)c3nsnc23)CC1,0.7%,0.4%,-2.4%,i,13.3,-0.2%,-0.7,21.0%,?
CC(C)N(CCO)C(=O)C(c1ccccc1)c1ccccc1,-6.8%,-1.6%,-5.5%,i,14.5,19.9%,-2.1,-10.7%,5.2%
Cc1ccc(NC(=O)c2cccc3c2C(=O)N(C2CCCCC2)C3)c(C)c1,5.4%&0.7%,-1.5%,-8.5%&0.6%,-14.7%&26.3%,-9.3,-1.9%&8.0%,3.1&3.9,12.0%&10.8%,7.6%&-14.2%
COC(=O)[C@@]1(C(C)C)N=C(c2cc(OC)c(OC)c(OC)c2)[C@]2(O1)C(=O)N(C)c1ccc(Br)cc12,-17.2%,-1.2%,4.1%,i,2.4,0.0%,0.2,?,0.0%
CCOc1ccccc1N1CC(C(=O)Nc2cc(S(C)(=O)=O)ccc2Cl)CC1=O (stereo not given),-2.0%,2.3%,-3.5%,i,4.5,-6.8%,5.8,2.4%,?
CC(C)(C)OC(=O)N1CCC(c2c(C(=O)NCCc3ccsc3)cnn2-c2ccccc2Cl)CC1,2.5%,.,.,i,.,13.7%,-8.3,-14.9%,15.0%
COc1cccc(-c2nc(N3CCCC3)c3ccccc3n2)c1O,3.1%,7.3%,8.5%,i,48.2,8.0%,1.3,42.3%[activator],0.0%
Cc1cccc(NC(=O)Cn2cnc3c(cnn3-c3ccc(F)cc3)c2=O)c1C,-16.4%,-1.2%,0.1%,-25.1%,4.6,0.0%,-2.4,?,2.1%
Cc1ccc(N2CCN(/N=C/c3ccccc3[N+](=O)[O-])CC2)cc1,-1.0%,-2.5%,-1.2%,-8.9%,13.2,0.0%,-3.3,12.1%,-20.4%
CC(C)CNS(=O)(=O)c1ccc(S(=O)(=O)N2CCN(CCC#N)CC2)cc1,3.3%,9.2%,-1.9%,4.0%,?,-13.0%,-12.2,-0.3%,-0.1%
CCCn1c(=O)[nH]c(=O)c2c1nc(-c1ccc(OC(F)F)cc1)n2CCN1CCOCC1,-4.2%,2.4%,-1.0%,i,?,-21.2%,-1.8,0.0%,-26.7%
COc1ccc(NC(=O)Cn2nnc3ccccc32)c([N+](=O)[O-])c1,-3.5%,3.2%,0.9%,i,0.0,11.5%,-2.3,-8.2%,?
N#C/C(=C1\CCCN1)c1nc2ccccc2c(=O)[nH]1,-0.2%,-3.5%,-1.1%,-13.0%[57.5 µM],7.1,-5.3%,0.0,-8.5%,-4.2%
Nc1cccc(C(=O)OCC(=O)Nc2cccc3c2C(=O)c2ccccc2C3=O)c1,3.5%,4.8%,6.5%,-0.3%,35.0,-11.6%,4.7,74.3%[activator],-9.8%
CC(=O)Nc1ccc(S(=O)(=O)N2CCN(C(=O)c3ncoc3-c3ccc(C)cc3)CC2)cc1,17.3%,0.7%,8.6%,i,0.0,-17.7%,1.7,25.7%,-18.6%
Cc1ccccc1-c1nc(CN2CCC(C(=O)NCCCN3CCCC3)CC2)c(C)o1,?,-0.7%,14.4%,i,-57.0*,-7.9%,-3.2,?,22.2%
Cc1ccc(N2CCN(/N=C/C(Cl)=C/c3ccccc3)CC2)cc1,-10.4%,-8.2%,-4.8%,-6.8%,-0.3,5.0%,13.7,0.6%,27.1%
Cc1nc2ccccn2c1C(=O)Nc1ccc(Cl)cc1,7.9%,-0.7%,11.2%,i,-7.7,-1.5%,8.4,0.8%,?
COc1cc(OC)cc(C(=O)N[C@H](C(=O)NCc2ccco2)C(C)C)c1,-10.1%,0.7%,-4.5%,i,-2.2,.,-5.1,-18.7%,-11.6%
COc1ccc(C2=C(C)C(=O)N(Cc3ccc(C(=O)Nc4cc(C)ccc4C)cc3)S2(=O)=O)cc1,-9.0%,.,.,i,.,15.0%,-18.2,?,-9.3%
CCCCCc1c(C)nc(Nc2nc(C)c3cc(OC)ccc3n2)[nH]c1=O,-2.1%,-12.7%,6.2%,i,-2.5,12.8%,-7.2,8.8%,-6.2%
# More entries
SMILES,HEK293 tox,aSyn yeast inh,GLP-1R agonist,PTHR1 agonist,DRD3 antagonist,TDP-43 yeast inh,DRD3 agonist,GLP-1R inv ag,KB-V1 cytotox
Cc1cccc(C)c1NC(=O)C(C)NCc1cccs1 (stereo not given),-0.6%,2.9%,-3.1%,-25.0%,23.8,-0.4%,0.4,15.1%,29.1%
CCCCCn1c(=NC(C)=O)c(C#N)cc2c(=O)n3ccccc3nc21,97.4%[activator],-1.5%,3.0%,i,15.2,27.2%,-5.0,5.6%,3.4%
CC/C(=N\NC(=O)c1csc(C)c1C)c1cccs1,-13.9%,-8.2%,-4.1%,-12.1%[57.5 µM],?,1.7%,1.7,?,-11.5%
CCOC(=O)N1CCN(C(=O)Cc2ccsc2)CC1,-7.2%,-8.4%,-0.8%,-3.9%[57.5 µM],-15.0,-3.1%,0.4,9.0%,14.3%
Cc1ccc(S(=O)(=O)N(C)CC(=O)N(C)CCOc2ccccc2)cc1,4.8%,6.6%,-7.3%,-4.0%,?,13.1%,-1.5,-9.5%,-18.4%
CCn1c(C(C)NC(=O)c2cccs2)nc2ccccc21 (stereo not given),0.5%,1.7%,3.3%,-23.6%,-27.3,7.9%,-4.8,-21.2%,-16.1%
COc1cccc(-c2noc(-c3ccc(Br)o3)n2)c1,-0.9%,-23.9%,8.5%,-41.8%[inhibitor],0.8,17.3%,2.8,17.7%,-9.1%
O=C(NNC(=O)C1CCC1)c1ccc(F)cc1,1.4%,1.8%,-3.1%,-7.4%,8.0,-1.1%,0.7,5.7%,-10.1%
N#CCSc1nc2ccccc2o1,5.9%,3.8%,-3.1%,i,17.5,16.7%,4.4,3.8%,?
CC(C)Oc1cc(F)ccc1-c1cc(C(=O)NC2CCCCC2)[nH]n1,-5.7%,-6.7%,14.7%,-5.3%,?,0.0%,-14.6,?,-19.8%
O=C(CSc1nnc(CNC(=O)c2cccc(C(F)(F)F)c2)o1)NCc1ccco1,3.4%,-2.8%,0.0%,i,12.6,11.9%,1.5,14.6%,5.5%
CCCN1C(=O)/C(=C2\SC(=S)N(c3c(C)n(C)n(-c4ccccc4)c3=O)C2=O)c2ccccc21,7.4%,3.5%,4.9%,i,5.5,20.4%,4.5,22.9%,-2.2%
CNNC(=S)NC1CC2CC1C1C=CCC21 (stereo not given),-2.7%,1.0%,-5.0%,i,17.7,?,-14.3,-0.1%,-27.7%
COC(=O)C(CCSC)Nc1ncnc2onc(-c3ccc(F)cc3)c12 (stereo not given),5.2%,.,.,-23.9%,.,22.5%,-1.7,-6.3%,?
N#C/C(=C\c1ccc(-c2cc(Cl)ccc2Cl)o1)C(=O)Nc1ccccc1C(=O)O,1.8%,.,.,-16.5%,.,22.0%,33.5*,8.0%,4.2%
CCOC(=O)N1CCC(NC(=O)CCCN2C(=O)CSc3ncccc32)CC1,9.7%,2.8%,-9.0%,i,17.4,6.9%,0.5,-12.0%,-1.1%
Cn1c(=O)[nH]c(=O)c2c1nc(N1CCCCCC1)n2CCCSc1nc2ccccc2o1,-2.1%,-14.2%,13.4%,-11.7%,11.9,5.1%,6.2,49.9%[activator],?
COc1ccc(C#Cc2ccc3c(c2)O[C@@H](CN(C)C(=O)Nc2cccc(OC)c2)[C@H](C)CN([C@@H](C)CO)S3(=O)=O)cc1,2.4%,-8.7%,-1.3%,-11.1%,13.1,6.6%,-4.7,?,-7.5%
CC(C)CC(=O)NC(=S)Nc1ccc(F)cc1F,3.9%,1.6%,10.4%,-12.4%,16.9,?,2.0,-14.7%,0.0%
CC(=O)N1CCC2(CC1)OC(=O)C(C)=C2C(=O)NCc1ccc(Cl)cc1,2.4%,.,.,-23.7%,.,1.6%,-5.6,20.4%,4.9%
O=S(=O)(Nc1nc2ccccc2nc1Nc1ccc(N2CCOCC2)cc1)c1cc(Cl)ccc1Cl,2.0%,0.7%,4.6%,-38.3%[inhibitor],27.9,26.2%,2.4,0.0%,-1.0%
N#CN=CN1CC=C(c2ccc(Cl)cc2)CC1,-21.2%,-0.6%,0.8%,i,3.3,23.7%,2.7,2.8%,2.31µM*

# Rewritten with values under each structure: two of the compounds above
# Screens in order – HEK293 tox	aSyn yeast inh	GLP-1R agonist	PTHR1 agonist	DRD3 antagonist	TDP-43 yeast inh	DRD3 agonist	GLP-1R inv ag	KB-V1 cytotox
> Cc1ccc(N2CCN(/N=C/C(Cl)=C/c3ccccc3)CC2)cc1
 : -10.4%	-8.2%	-4.8%	-6.8%	-0.3	5.0%	13.7	0.6%	27.1%
> Cc1nc2ccccn2c1C(=O)Nc1ccc(Cl)cc1
 : 7.9%	-0.7%	11.2%	i	-7.7	-1.5%	8.4	0.8%	?
